Screens from PubChem BioAssay.
ER stress death – protection against thapsigargin ER stress killing – CSM14.1 cells, ATP luminescence, primary screen; CSM14.1 thapsigargin ER stress survival; relative survival (cellular ATP), % at 15 µg/mL (by protocol); hit rate 0.33% among 48,000; AID 1010, 2008;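 active = survival measured by cellular ATP above 50% at 15 µg/ml in the first screen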;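 note: cell death triggered by about 15 µM thapsigargin; ATP read 24 h after thapsigargin was added; plate controls were thapsigargin with DMSO for no effect and DMSO without thapsigargin for full effect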
The depositor's hits bear a star.

SMILES | ER stress death
O=C(Nc1ccc(Cl)cc1)N(Cc1cccs1)Cc1cccs1 | -3
COc1ccc(C(=O)Nc2ccc(N3CCOCC3)cc2)cc1 | 2
O=C(N/N=C/c1cccs1)C1CC(=O)N(c2ccccc2)C1 (stereo not drawn) | -4
COc1ccc(/C=C/C(=O)Nc2ccc(NC3CCCCC3)c3c2C(=O)c2ccccc2C3=O)cc1 | 10
CCOc1ccc(Cc2c(C)nc3c(C)cccc3c2Cl)cc1 | 1
CCOc1ccccc1/C=C1/C(=O)NN(c2ccc(C)c(Cl)c2)C1=O | 12
Cc1ccc(N(CCCCN2C(=O)c3ccccc3C2=O)C(=O)Nc2ccc([N+](=O)[O-])cc2)cc1 | -2
COCCOC(=O)c1ccc(NC(=O)COc2ccccc2)cc1 | 1
O=c1oc2cc(O)ccc2c2c1CCCC2 | -1
O=C(NC1CCCCC1)c1ccc(Br)c(S(=O)(=O)N2CCOCC2)c1 | 8
COc1ccccc1CNC(=O)COc1ccc(C)cc1Br | 10
COc1ccccc1N/C=C/C(=O)c1ccc(Cl)cc1 | 0
CCOC(=O)c1cc(CC)sc1NC(=O)c1ccc(N2CCN(CC)CC2)c([N+](=O)[O-])c1 | -1
Cc1cc2nc(-c3cccc(NC(=O)c4ccc(C)c([N+](=O)[O-])c4)c3)oc2cc1C | 2
CCOc1ccc(C(=O)Nc2cccc(C(F)(F)F)c2)cc1Cl | 6
COc1ccc(Br)cc1CN1CCN(C(=O)c2cccc(Cl)c2)CC1 | 11
CN1CCN(C(=O)c2cccc(F)c2)CC1 | 3
O=C1NC(=O)N(c2cccc(Cl)c2)C(=O)/C1=C/c1ccc(O)c(Cl)c1 | 1
C/C(CC(=O)NCCc1ccccc1)=N\NC(=O)C12CC3CC(CC(C3)C1)C2 | 4
Cc1cnn(-c2nc(-c3ccccc3)cc(-c3ccc(F)cc3)n2)c1 | 23
CC(=O)C1=C(O)C(=O)N(c2nc3ccccc3s2)C1c1ccc(O)cc1 (stereo not drawn) | 0
CC1(C)CCCC2=C1CC(C(=O)O)C(C(=O)O)C2 (stereo not drawn) | -3
CCOc1ccc(NC(=O)CSc2nnc(-c3ccc(OC)cc3)o2)cc1 | 0
O=C(/C=C/c1ccc2ncccc2c1)c1c(-c2ccccc2)c2cc([N+](=O)[O-])ccc2[nH]c1=O | 2
O=C(CSc1nnc(-c2ccncc2)n1-c1ccccc1)c1ccc(NS(=O)(=O)c2ccccc2)cc1 | -1

2 of the compounds above, field by field:
CC1(C)CCCC2=C1CC(C(=O)O)C(C(=O)O)C2 (stereo not drawn)
  ER stress death: -3

CCOc1ccc(NC(=O)CSc2nnc(-c3ccc(OC)cc3)o2)cc1
  ER stress death: 0

(more compounds)
SMILES | ER stress death
O=C/C(=C\Nc1c2ccccc2nc2ccccc12)c1nc2cc(Cl)ccc2o1 | -5
Cc1sc2nc(SCC(=O)NCc3ccco3)[nH]c(=O)c2c1C | 0
COc1cc(/C=C2/C=C(c3ccc(C(C)(C)C)cc3)OC2=O)c([N+](=O)[O-])cc1OC | 5
O=C(O)c1ccccc1C(=O)Nc1ncc(S(=O)(=O)c2ccc([N+](=O)[O-])cc2)s1 | 5
COCCNC(=O)C(=O)Nc1ccc(C)cc1 | 0
CC(=O)Nc1ccc(S(=O)(=O)Nc2ccc(N(C)C(C)=O)cc2)cc1 | 10
C=CCNC(=O)CN(c1ccccc1OC)S(=O)(=O)c1ccccc1 | 6
Cc1nc(SCC(=O)NC2CCCCC2)n[nH]1 | 8
Oc1ccc(/C=N/Nc2ncc(Br)cn2)c(O)c1 | 4
Cc1ccc(C)c(Nc2nc3c(s2)CCCC3)c1 | 4
O=C(NCc1cccnc1)c1cc2nc3c(c(C(F)(F)F)n2n1)CCc1ccccc1-3 | 2
O=c1c2c3c(sc2ncn1/N=C/c1ccco1)CCCC3 | -7
C#CCSc1nc(C)cc(C)c1C#N | 9
O=C(c1cccc(Cl)c1)N1CCN(c2ccc([N+](=O)[O-])cc2Cl)CC1 | 2
Cc1nnc(Nc2ccc3c(c2)ncn3-c2ccccc2)c2ccccc12 | -14
COc1ccc(C(=O)Nc2ccc(Br)c(C)c2)cc1OC | 8
CCOc1ccc(C(C2=C(O)CC(C)(C)CC2=O)C2C(=O)CC(C)(C)CC2=O)cc1 (stereo not drawn) | 7
O=C(CSc1nc2ccccc2[nH]1)N/N=C/c1c(F)cccc1Cl | 16
CCOC(=O)C(=CNc1ccc2c(c1)OCCO2)C(=O)OCC | -6
O=c1oc(-c2ccco2)nc2ccc(Br)cc12 | 15
Cc1cc2c(cc1C)CN(c1cccc(C(=O)N/N=C/c3ccc(N(C)C)cc3)c1)C2 | 1
COC(=O)c1ccc(NC(=O)CC(c2ccccc2)c2ccccc2)cc1 | 0
C=CCN1C(=O)/C(=C\c2ccc(CC)cc2)C(=O)NC1=S | 4
O=C1/C(=C/c2c[nH]c3ccccc23)CCC/C1=C\c1c[nH]c2ccccc12 | -1
CCCOc1ccc(N2C(=O)CC(N(Cc3ccc(OC)cc3)C(=O)/C=C/C(=O)O)C2=O)cc1 (stereo not drawn) | 9
Carrying on.
SMILES | ER stress death
CSc1nsc(SC)c1NC(=O)OCCc1ccccn1 | -2
CC(NC(=O)c1ccccc1)C12CC3CC(CC(C3)C1)C2 (stereo not drawn) | 1
O=C1c2cccc3cccc(c23)C(=O)N1CCSc1nc2sc3c(c2c(=O)[nH]1)CCCC3 | 5
CCCC(=O)Nc1cccc(NC(=O)c2ccccc2I)c1 | 5
CC(C)(C)C1CCc2c(sc(NC(=O)C3CCCO3)c2C#N)C1 (stereo not drawn) | 1
COc1cc(CN2CCN(CC3CC4C=CC3C4)CC2)cc(OC)c1O (stereo not drawn) | 2
CNS(=O)(=O)c1cc(O)c2c(S(=O)(=O)NC)cc(S(=O)(=O)NC)cc2c1 | 11
COc1ccc(NC(=O)CN(c2ccc(OC)cc2)S(=O)(=O)c2ccc(C)cc2)cc1 | 11
CC(C)NC(=O)c1c(NC(=O)c2cccs2)sc2c1CCCC2 | 6
O=C1c2ccccc2C(=O)N1CCCc1nc2ccccc2c(=O)n1CCCn1ccnc1 | -3
COc1ccc(C(C)=O)cc1N1C(=O)C=CC1=O | -7
COc1cc([N+](=O)[O-])cc2c1N=C(c1ccc(Cl)cc1Cl)NO2 | 9
CCCOc1ccc(/C=N/NS(=O)(=O)c2ccc(OC)cc2)cc1OC | 5
CCCOC(=O)c1cccc(NC(=O)COc2ccc([N+](=O)[O-])cc2)c1 | 7
CCOc1ccccc1C(=O)Nc1nc(C)cs1 | 8
CCOC(=O)C1=C(C)N=c2s/c(=C\c3sccc3C)c(=O)n2C1c1cccs1 (stereo not drawn) | 0
COc1cccc(NC(=O)C(=O)NCCN(C)C)c1 | -4
Cc1cc(NC(=O)c2cc(Cl)ccc2Cl)ccc1NC(=O)c1ccco1 | 11
COc1ccc(/C=C2/SC(N3CCCCC3)=NC2=O)cc1 | 6
COc1cc(/C=C2/SC(=S)N(CCC(=O)Nc3ccccc3C(F)(F)F)C2=O)cc(OC)c1OC | 5
COc1ccc(C(=O)N2CCN(C3CCCCC3)CC2)cc1 | -1
CCN1C(=O)/C(=C\c2ccc(-c3ccc(F)cc3)o2)SC1=S | -4
CCCNC(=O)OCC12COC(c3ccc4c(c3)OCO4)C(C(C)=CC1C)C2C (stereo not drawn) | 18
NC(=O)c1ccccc1NC(=O)C1CC=CCC1C(=O)O (stereo not drawn) | 3
O=C(CSc1nnc(-c2ccco2)n1-c1ccccc1)CSc1nnc(-c2ccco2)n1-c1ccccc1 | 13

Some of the entries so far, in CSV form:
SMILES,ER stress death
COc1ccc(/C=C2/SC(N3CCCCC3)=NC2=O)cc1,6
COc1cc(/C=C2/SC(=S)N(CCC(=O)Nc3ccccc3C(F)(F)F)C2=O)cc(OC)c1OC,5
COc1ccc(C(=O)N2CCN(C3CCCCC3)CC2)cc1,-1
CCN1C(=O)/C(=C\c2ccc(-c3ccc(F)cc3)o2)SC1=S,-4
CCCNC(=O)OCC12COC(c3ccc4c(c3)OCO4)C(C(C)=CC1C)C2C (stereo not drawn),18

(continued)
SMILES | ER stress death
COCCOC(=O)c1ccc(NC(=O)c2ccc(C)c([N+](=O)[O-])c2)cc1 | 4
CCOc1ccc(NC(=O)c2cccc(F)c2)cc1 | 7
C/C(=N\NC(=O)c1cc(C)[nH]n1)c1ccc2ccccc2c1 | 16
COc1ccccc1CC(=O)Nc1cccc(Br)c1 | 17
COC(=O)c1c(N)sc(C(=O)Nc2ccccc2OC)c1C | -4
Cc1ccc(C(=O)CSc2nc3cc(C)c(C)cc3[nH]2)cc1 | 2
CN(Cc1ccccc1)C(=O)c1ccc([N+](=O)[O-])cc1Cl | 0
Cc1ccc(N2CCN(/N=C\c3cccc(Br)c3)CC2)cc1 | 12
C=CCc1cccc(/C=N/NC(=O)c2cc(C34CC5CC(CC(C5)C3)C4)[nH]n2)c1O | 20
OC(COc1ccc2ccccc2c1Br)Cn1cnc2ccccc21 (stereo not drawn) | -3
O=C(Nc1nc(-c2ccc([N+](=O)[O-])cc2)cs1)c1ccc(Cl)cc1 | 15
COc1cccc(C2/C(=C(\O)c3ccc(Br)cc3)C(=O)C(=O)N2c2ccccc2)c1 (stereo not drawn) | -4
CCCc1ccc(-c2nc(-c3ccccn3)no2)cc1 | -10
CN(CC(=O)N1c2ccc(Cl)cc2NC(=O)c2ccccc21)CC(O)c1ccccc1 (stereo not drawn) | 0
Cn1cc(/C=C2/SC(=Nc3ccccc3)NC2=O)c2ccccc21 | 2
COc1ccc(OC)c(C2NC(=O)NC(C)=C2C(=O)Nc2ccc(C)cc2)c1 (stereo not drawn) | 5
CCc1ccccc1NC(=O)C(C#N)=C1CCCCCC1 | 3
O=C(CN(c1ccccc1)S(=O)(=O)c1ccccc1)NCc1ccncc1 | 2
COc1cc(C(=O)n2nc(C)cc2C)cc(OC)c1OC | 6
CCOCCP(=O)(c1ccccc1)c1ccccc1 | 6
Cc1ccc(NC(=O)c2ccc(C#Cc3ccccc3)cc2)cc1C | 3
COC(=O)c1ccc(/C=C2/Sc3ccccc3C2=O)cc1 | -5
Cc1ccc2nc(SCc3ccc([N+](=O)[O-])cc3)[nH]c2c1 | -3
CN1CCN(C2=NC(=O)/C(=C/c3ccc(Cl)cc3Cl)S2)CC1 | -1
CSc1ccc(C2NC(=O)CCC2[N+](=O)[O-])cc1 (stereo not drawn) | -2

2 compounds picked at random from the list so far, as already listed:
SMILES | ER stress death
Cc1ccc(C(=O)CSc2nc3cc(C)c(C)cc3[nH]2)cc1 | 2
OC(COc1ccc2ccccc2c1Br)Cn1cnc2ccccc21 (stereo not drawn) | -3

Following part.
SMILES | ER stress death
CCC(CO)Nc1cc(Cl)ccc1[N+](=O)[O-] (stereo not drawn) | -3
Cc1nn(-c2ccccc2)c2c1C(c1cccc(O)c1)C(C#N)=C(N)O2 (stereo not drawn) | -2
COC(=O)c1c(NC(=O)c2cc3ccccc3oc2=O)sc(C)c1C | -2
CN(C)c1ccc(C(=O)N2CCN(c3ccc(F)cc3)CC2)cc1 | 4
COC(=O)C1=NNC2C(=O)N(c3cccc(C)c3C)C(=O)C12 (stereo not drawn) | -8
Cc1cccc(NC(=O)c2ccc3ccccc3n2)n1 | -4
O=C(N/N=C/c1ccc(Br)s1)Nc1ccccc1 | 0
COC(=O)CN(c1cc(Cl)cc(Cl)c1)S(C)(=O)=O | 4
Cc1ccc(NC(=O)c2ccccc2)cc1F | -11
Cc1cccc2nc(-c3cccc([N+](=O)[O-])c3)oc(=O)c12 | 8
COc1cc(NC(C)=O)c(OC)cc1N=NC1=C(O)CC(C)(C)CC1=O | 6
CCOC(=O)c1ccc(NC(=O)c2cc(-c3cccs3)nc3ccccc23)cc1 | 13
O=C1OC(OCc2ccccc2)(c2ccccc2)c2ccccc21 (stereo not drawn) | 12
O=C1c2ccccc2C(=O)N1c1cccc(S(=O)(=O)N2CCCCC2)c1 | 7
CCC(=O)Nc1sc2c(c1C(=O)Nc1ccccc1Cl)CCC(C)C2 (stereo not drawn) | -6
CC1(C)CC(=O)C2=C(C1)Nc1ccccc1N(C(=O)c1ccccc1)C2c1cccc(F)c1 (stereo not drawn) | 12
Cc1nc(Nc2nc(C)c3ccccc3n2)[nH]c(=O)c1C | 2
O=c1/c(=C/c2ccc(-c3ccc(Cl)cc3Cl)o2)sc2nc3ccccc3n12 | -5
O=C(Cc1ccccc1)Nc1ccc(-c2ccccc2)cc1[N+](=O)[O-] | 10
CCOc1ccc(N(CC(=O)Nc2ccccc2C(F)(F)F)S(C)(=O)=O)cc1 | 12
CCOc1ccc2nc(SCC(=O)Nc3ncccn3)sc2c1 | 9
Cc1ccc(/C(N)=N/OC(=O)c2ccccc2F)cc1 | 8
O=C1N/C(=N\N=C\c2ccccc2O)SC1Cc1cccc(C(F)(F)F)c1 (stereo not drawn) | 3
Cc1ccc(Cl)cc1NC(=O)CSc1nc2ccccc2s1 | 6
CCCC1CCc2c(sc(NC(=O)C3c4ccccc4Oc4ccccc43)c2C(N)=O)C1 (stereo not drawn) | 8

The final four compounds of the part before open the next one.
SMILES | ER stress death
Cc1ccc(/C(N)=N/OC(=O)c2ccccc2F)cc1 | 8
O=C1N/C(=N\N=C\c2ccccc2O)SC1Cc1cccc(C(F)(F)F)c1 (stereo not drawn) | 3
Cc1ccc(Cl)cc1NC(=O)CSc1nc2ccccc2s1 | 6
CCCC1CCc2c(sc(NC(=O)C3c4ccccc4Oc4ccccc43)c2C(N)=O)C1 (stereo not drawn) | 8
CCN(CC)c1ccc(NS(=O)(=O)c2ccc([N+](=O)[O-])cc2)cc1 | 2
CCOC(=O)CC(=O)Nc1nc2ccc(Br)cc2s1 | -2
Cc1c(O)ccc2c1oc(=O)c1ccccc12 | -1
COc1ccccc1N1CCN(/N=C\c2ccc(N(C)C)cc2)CC1 | 4
CC1=C(C(=O)Nc2ccc(Cl)cc2)C(c2ccccc2)NC(=S)N1 (stereo not drawn) | 3
CCOC(=O)c1c(NC(=O)CCc2ccccc2)sc(C(=O)Nc2cc(C(F)(F)F)ccc2Cl)c1C | -2
CCOc1ccccc1/C=C(/NC(=O)c1ccccc1)C(=O)N1CCOCC1 | 0
NC(=O)c1cc(NC(=O)C(F)(F)F)c(Cl)cc1Cl | -1

An excerpt; rates above refer to the full screens.
